Assay outcomes: PubChem, SRMLSC
SK-BR-3 tox 24h: SK-BR-3 proliferation inhibitors, primary screen, cell-based, human, 24 h; SK-BR-3 viability, CellTiter-Glo ATP luminescence; hits give low values; viability, % at 10 µM; hit rate 0.47% among 41,000; AID 847, 2007;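 active = viability at or below the median of all test compounds minus 3 SD, in both replicates if run twice, cut at about 45% in these data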;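 also: 100% = median untreated cell wells and 0% = median positive control drug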
Active calls of the source: *. Only part of the results is shown (hit frequency here may not be typical).

SMILES,SK-BR-3 tox 24h
COc1ccc(N2CCN(C(c3cc(OC)ccc3OC)c3nnnn3Cc3ccco3)CC2)cc1 (stereo unspecified),61.5
CCC1(CC)C(=O)N(C)C(=O)NC1=Nc1ccccc1,123.8
Cn1c(=O)[nH]c(=O)c2c1nc(N1CCCCCC1)n2CCCSc1nc2ccccc2o1,72.4
COCCCN=C(c1ccco1)n1c(=S)nc(-c2ccco2)n(CCCOC)c1=S,105.7
C(=N\n1cnnc1)/C1CCCCC1,95.3
Cc1onc(-c2ccccc2)c1C(=O)N1CCOCC1,88.2
CC1(C)Cc2c(C#N)c(SCC(=O)c3ccccc3)nc(N3CCOCC3)c2CS1,98.5
O/N=C1/CCCSc2ccccc21,99.0
O=c1cnnc(NCc2ccccc2)[nH]1,96.9
COc1ccc(OC)c(N(CC(=O)Nc2ccc(NC(C)=O)cc2)S(C)(=O)=O)c1,89.2

Other entries follow.
SMILES,SK-BR-3 tox 24h
Cc1ccc2nc(Nc3ccc4[nH]c(=O)[nH]c4c3)c(-n3nc(C)cc3C)nc2c1,96.7
O=c1[nH]c(CN2CCN(C/C=C/c3ccccc3)CC2)nc2ccccc12,75.8
CS(=O)(=O)N(CC(=O)Nc1ccc2c(c1)OCO2)Cc1ccc(Cl)cc1,89.6
COCCN(C(=O)CCCC(=O)Nc1ccccn1)C(C(=O)NC1CCCC1)c1ccc(C)cc1 (stereo unspecified),92.2
Cc1cc(SCC(=O)c2ccccc2)nc(C)n1,73.8
CCCc1cc(=O)oc2c(CN3CCCC3)c(O)ccc12,80.2
COCCNC(=O)c1cc(-c2ccc(OC)c(OC)c2)on1,88.7
COc1cc(C2NC(=O)NC(C)=C2C(=O)OC2CCCCC2)cc(Br)c1O (stereo unspecified),112.0
CCOC(=O)CNC(=O)CSc1ncnc2c1cnn2-c1ccc(C)cc1,101.6
Cc1cccc(OCC(=O)Nc2cc(C)c(C)cc2O)c1,83.8

(cont.)
SMILES,SK-BR-3 tox 24h
O=C(CCn1nc(-c2ccc(Cl)cc2)ccc1=O)N1CCOCC1,89.3
Cn1c(CCCCCN)nc2ccccc21,80.0
CCOC(=O)c1cc(NC(=O)Nc2ccc(OC)c(OC)c2)c(C)nc1C,85.4
CCOC(=O)c1ccc(S(=O)(=O)N2CCN(CC3CC=CCC3)CC2)cc1 (stereo unspecified),87.9
Cn1c(=O)c2c(nc(CN3CCN(c4ccccc4)CC3)n2Cc2c(F)cccc2Cl)n(C)c1=O,81.7
COc1cccc(C(=O)N2CCN(C3CCC(c4ccccc4)CC3)CC2)c1OC (stereo unspecified),94.7
COc1ccccc1N(CC(N)=O)S(=O)(=O)c1ccc(C)cc1,99.8
Cc1cc(NS(=O)(=O)c2ccc(Br)s2)no1,90.7
Cc1cc(N2CCC(C)CC2)nc2ccc(N3C(=O)CCC3=O)cc12,84.7
CCOCCCN(Cc1cc2cc(C)cc(C)c2[nH]c1=O)C(=O)N(CC)CC,86.2

(further entries)
SMILES,SK-BR-3 tox 24h
O=C(Cc1c(F)cccc1Cl)c1ccc(O)cc1O,101.9
CC(=O)N1CCN(c2nc(CC(C)C)c3c(c2C#N)CCC3)CC1,88.2
O=C(Nc1ccc(N2CCN(C(=O)c3ccco3)CC2)cc1)c1cccs1,93.8
COc1ccc(Cn2nnnc2C(c2ccccc2Cl)N2CCN(C3CCCC3)CC2)cc1 (stereo unspecified),76.2
CCCCn1c2nc3ccccc3nc2c2c(=N)oc(C)nc21,91.5
CCCCN(CC)S(=O)(=O)N1CCC(C(=O)NCCCN2CCOCC2)CC1,90.0
CCCOc1ccc(/C(O)=C2/C(=O)C(=O)N(c3cc(C)on3)C2c2ccc(C(=O)OC)cc2)cc1 (stereo unspecified),95.1
CC(=O)NC(C)C(=O)OCC(=O)Nc1ccc(Br)cc1 (stereo unspecified),75.0
Cc1ccc(N(C(=O)Nc2ccccc2)C2=NCC(C)S2)cc1 (stereo unspecified),91.4
Cc1cccc(NC(=O)CC2SC(=NC3CCCCC3)NC2=O)c1 (stereo unspecified),91.1

Next section.
SMILES,SK-BR-3 tox 24h
CC(=O)N1C(c2ccccc2)CC(=O)OC1c1ccc2c(c1)OCO2 (stereo unspecified),92.3
CCC(C)(C)NC(=O)CN(CC1CCCO1)C(=O)CCC(=O)Nc1nccs1 (stereo unspecified),91.8
CCO/C(C)=C1\C(=O)N(CC)c2ccccc21,84.8
CCN(CC)CCN1C(=O)c2oc3ccccc3c(=O)c2C1c1ccc(C)cc1 (stereo unspecified),79.3
O=C(Nc1nnc(CCc2ccccc2)s1)C1CCCO1 (stereo unspecified),80.3
O=c1c(O)c(-c2cccs2)oc2ccccc12,71.6
Cn1nnc(NCc2cc(Br)ccc2OCc2cccs2)n1,108.7
CC(=O)N1CCc2cc(S(=O)(=O)CCC(=O)O)ccc21,101.9
CCOC(=O)C1CCN(C(=O)c2cc(OCC)c(OCC)c(OCC)c2)CC1,94.0
CCOc1ccccc1N(CC(=O)NC1CCCC1)C(=O)CCCC(=O)Nc1ccccn1,92.5

More entries
SMILES,SK-BR-3 tox 24h
COc1ccc(N2CCN(Cc3cc(=O)oc4cc(-c5ccccc5)c(O)cc34)CC2)cc1,83.0
COc1ccc(N2CCN(C(=O)c3ccc(S(=O)(=O)N4CCOCC4)cc3)CC2)cc1,115.3
O=C(Nn1cnc2ccccc2c1=O)c1ccc(F)cc1Cl,74.4
O=C(Nc1ccc2c(c1)OCO2)N1CCOCC1,91.8
CCOc1ccc2c(c1)cc(CN(C(=O)CC)C1CCCCC1)c1nnnn12,76.3
CCCCCOC(=O)Cc1c(C)nc(-c2ccccc2)[nH]c1=O,97.9
Cc1ccc(NC(=O)CC2SC3=NCCN3C2=O)cc1 (stereo unspecified),89.8
O=C(CCOc1ccccc1)NCc1ccccc1,87.1
OCn1ncn(-c2ccccc2)c1=S,94.7
CCCS(=O)(=O)Nc1c(C(=O)O)[nH]c2ccccc12,94.8

The list continues:
SMILES,SK-BR-3 tox 24h
O=S(=O)(Cc1ccccc1)NCc1cccnc1,82.6
O=C(CS(=O)(=O)Cc1ccccc1)Nc1nc2ccccc2s1,70.5
COc1ccc(S(=O)(=O)N2CCCC(C(=O)NCc3ccncc3)C2)cc1 (stereo unspecified),87.8
CC(C)Cc1ccc(C#N)c(SCC(N)=O)n1,116.5
COc1ccc2c(c1)c(=O)cc(C)n2CC(=O)NCc1ccco1,86.5
Cc1ccc(-c2cc3c(nn2)-c2ccccc2C3=O)cc1,94.9
Cc1ccsc1C1C2=C(CCCC2=O)Nc2ncnn21 (stereo unspecified),94.6
Cc1oc(C)c(C(=O)NCCCC(=O)O)c1C(=O)NCCCC(=O)O,80.2
COc1ccc(CC(=O)OCc2cc3cccc(C)c3[nH]c2=O)cc1,109.8
c1ccc(-n2nnnc2Oc2cccc3cccnc23)cc1,116.2

More results.
SMILES,SK-BR-3 tox 24h
CCN1C(=O)C2C(c3cccc(F)c3)NC(C)(C(=O)OC)C2C1=O (stereo unspecified),139.1
Cn1c(=O)[nH]c(=O)c2c1nc(N1CCCCC1)n2CC(O)CN1CCCCC1 (stereo unspecified),114.7
CCC(=O)N1CC2(C)CN(C(=O)CC)CC(C)(C1)C2,89.4
CCCc1c(O)nc(SCc2ccccc2)[nH]c1=O,103.9
COc1ccc(Cl)cc1CN1CCN(c2nc(C)cc(C)c2C#N)CC1,60.6
COc1ccc(C(=O)N/C(N)=N/c2nc3ccccc3o2)cc1,59.8
CC1(C)CC2CC(C)(CN2c2ncnc3ccccc23)C1 (stereo unspecified),75.4
Cc1ccc(-c2nn3c(C)nnc3c3ccccc23)cc1S(=O)(=O)NCc1ccco1,66.1
CN(c1ccc(C(=O)NCc2ccccc2)cc1)S(C)(=O)=O,87.9
O=S(=O)(c1ccc(Cl)s1)N1CCN(c2ncccn2)CC1,92.0

(continued)
SMILES,SK-BR-3 tox 24h
Cc1ccccc1-c1nc(Cc2ccc(Cl)cc2)no1,91.8
O=C(COC(=O)c1ccncc1)NCc1ccccc1,73.5
CC1(C)CC(=O)C(C(C2=C(O)CC(C)(C)CC2=O)c2cccnc2)C(=O)C1 (stereo unspecified),92.4
O=C(O)c1cc(O)c2c(c1)C(=O)c1cccc(O)c1C2=O,116.5
C=CCNc1nc(NCCO)nc(N2CCCC2)n1,110.7
CSc1nsc(SCC(=O)Nc2ccc3c(c2)OCCO3)n1,107.8
COc1cccc(C2/C(=C(\O)c3ccc(OC)c(OC)c3)C(=O)C(=O)N2c2cc(C)on2)c1 (stereo unspecified),120.4
CCC(=O)NCCN1CCN(C(=O)CC)CC1,112.0
N#Cc1c(N2CCOCC2)nc(N2CCCCC2)c2c1CCN(C1CCCCC1)C2,90.3
O=C(O)C1CC=CCC1C(=O)NCc1ccccc1 (stereo unspecified),110.3

Some of these compounds in order of heavy-atom count, rising.
SMILES,SK-BR-3 tox 24h
CCC(=O)NCCN1CCN(C(=O)CC)CC1,112.0
O=C(O)C1CC=CCC1C(=O)NCc1ccccc1 (stereo unspecified),110.3
Cc1ccccc1-c1nc(Cc2ccc(Cl)cc2)no1,91.8
CC1(C)CC(=O)C(C(C2=C(O)CC(C)(C)CC2=O)c2cccnc2)C(=O)C1 (stereo unspecified),92.4

Additional compounds.
SMILES,SK-BR-3 tox 24h
O=C(O)CCSCC(=O)c1ccc2c(c1)OCCO2,96.0
Cc1sc2ncnc(Sc3nnc4sc5ccccc5n34)c2c1C,110.0
CCc1ccc(NC(=O)CSc2nnc(-c3ccccn3)n2C)cc1,88.2
O=C(c1cccc(C(F)(F)F)c1)N1CCN(C2CCCCC2)CC1,87.8
CCOc1ccc(N2C(=O)CC(N(O)c3ccccc3)C2=O)cc1 (stereo unspecified),81.0
Cc1cccc(OCC(O)Cn2c(=N)n(CCN3CCOCC3)c3ccccc32)c1 (stereo unspecified),66.9
COc1ccc(Cc2nnc(NC(=O)C3CCCO3)s2)cc1 (stereo unspecified),126.7
Cc1ccc(S(=O)(=O)N(CC(=O)O)Cc2ccccc2F)cc1,91.4
CCOc1ccc(C(=O)Nc2ccc(NC(=O)c3ccco3)c(Cl)c2)cc1Br,70.4
COC(=O)c1ccc(-n2nnnc2SCc2nn[nH]n2)cc1,118.2

Continued.
SMILES,SK-BR-3 tox 24h
O=C(CCn1c(=O)oc2ccccc21)Nc1ccccc1,87.8
COCCn1c(=N)c(C(=O)NCCc2ccccc2)cc2c(=O)n3cccc(C)c3nc21,74.6
CCOC(=O)Nc1ccc2c(c1)N(C(=O)CN1CCN(C)CC1)c1ccccc1S2,107.0
C=CCSc1nncn1/N=C/c1ccc(OC)cc1,100.8
Cc1[nH]nc(N=CC2=C(O)CC(C)(C)CC2=O)c1-c1ccccc1,93.9
O=C(CSc1nc2ccccc2s1)NCCCN1CCOCC1,82.6
CCOC(=O)C1CCN(c2c(NCc3ccc(C(=O)NCCC(C)C)cc3)c(=O)c2=O)CC1,65.5
COc1ccc(OC)c(C2N(c3ccc(Cl)cc3)C(=O)C3CCCN32)c1 (stereo unspecified),87.3
Cc1ccc(-n2ncc3c(=O)n(CC(=O)N4CCCc5ccccc54)cnc32)cc1C,84.7
O=C(CN(CCc1ccccc1)C(=O)Cn1nnc(-c2cccs2)n1)NCc1ccco1,69.0

Additional results follow.
SMILES,SK-BR-3 tox 24h
COCCOC(=O)C1=C(C)NC(SCC(=O)NC(C)(C)C)=C(C#N)C1c1ccco1 (stereo unspecified),98.8
CCOc1cc(NC(=O)C2CCCCC2)c(OCC)cc1NC(=O)c1ccco1,91.9
Cc1ccc2cc(CN(CCCO)S(=O)(=O)c3cccc4nsnc34)c(=O)[nH]c2c1C,80.9
CC1(C)Cc2c(sc3nc4n(c(=N)c23)CCC4)CO1,96.6
N=c1ccccn1CC(O)COc1ccccc1 (stereo unspecified),97.1
O=C1CC(NC23CC4CC(CC(C4)C2)C3)C(=O)N1c1ccc2c(c1)OCO2 (stereo unspecified),99.9
O=C1c2ccccc2C(=O)N1CCc1nc2ccccc2c(=O)n1CCCn1ccnc1,75.4
O=C(OCCN=C1NS(=O)(=O)c2ccccc21)C1CC(=O)N(c2ccc(Cl)cc2)C1 (stereo unspecified),80.7
O=C(CNS(=O)(=O)c1ccc(Br)s1)N1CCC(N2CCCCC2)CC1,99.9
O=c1cc(NCc2ccccc2)c2ccccc2o1,87.7

(list continues)
SMILES,SK-BR-3 tox 24h
COc1ccc(/C(O)=C2/C(=O)C(=O)N(Cc3ccco3)C2c2cccs2)cc1 (stereo unspecified),96.3
CCn1nnc(NC(=O)c2ccc(-c3ccc(Cl)cc3)o2)n1,90.2
CCOc1ccc(C(F)(F)F)cc1NC(C)=O,67.7
COc1cccc(C(=O)N2CCN(Cc3ccccn3)CC2)c1OC,91.2
O=C(Nc1cccnc1)c1ccc(Br)s1,82.3
CC1Cc2ccccc2N1C(=O)CSc1nc2cc3c(cc2cc1C#N)OCO3 (stereo unspecified),103.3
CCCCCn1c(=NC(C)=O)c(C#N)cc2c(=O)n3ccccc3nc21,98.9
COc1cccc(N2CC(C)Cn3c2nc2c3c(=O)n(CCN3CCOCC3)c(=O)n2C)c1 (stereo unspecified),107.6
CS(=O)(=O)N1CCc2cc(C(=O)N3CCCCC3)ccc21,87.2
CC(=O)Nc1ccc(S(=O)(=O)NCC(C)NS(=O)(=O)c2ccc(NC(C)=O)cc2)cc1 (stereo unspecified),112.8
Nc1ccc(S(=O)(=O)c2ccc(N)cc2)cc1,98.1

A few values from the results shown:
COc1cccc(C(=O)N2CCN(Cc3ccccn3)CC2)c1OC in SK-BR-3 tox 24h shows 91.2
CCOc1ccc(C(F)(F)F)cc1NC(C)=O in SK-BR-3 tox 24h shows 67.7
